# KKLEB tox: cytotoxicity in KKLEB CF airway cells, primary screen, cytotoxicity control for CF NF-kB inhibitor project, cell-based, uHTS, fluorescence assay plates; KKLEB CF airway cells viability, ATPlite luminescence, overnight; stronger effect = lower value; cells stimulated with P. aeruginosa culture filtrate; hit rate 0.36% among 360,000; AID 602141, 2011; activity change (cytotoxicity), % at 5 µM;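 active means corrected activity change at or below -50% at 5 µM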
# Shn3 inh set2: reduction of Shn3 3'UTR firefly luciferase signal, primary screen, Schnurri-3 inhibitor project, cell-based, Clone20 osteoblasts, set 2 | inhibition, % at 12.5 µM | hit rate 0.52% among 360,000 | Clone20 osteoblast Shn3 3'UTR firefly luciferase, 24 h;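 active means mean inhibition of at least 75% with every replicate also reaching 75%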;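 further: 0% = median of neutral control wells and 100% = pilot-screen positive control compound; some compounds past the cut are filed as inactive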
# SRC3 inh: SRC3 coactivator transcriptional activity inhibitors, primary screen, cell-based, luminescence. Nuclear receptor coactivator 3 (Homo sapiens), Q9Y6Q9. hit rate 0.17% among 360,000. inhibition, % at 3.6 µM. HEK293 GAL4-SRC3 luciferase reporter;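 active means inhibition above a per-campaign cutoff, the mean of all compounds plus 3 SD, cut at about 60% in these data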;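 further: 0% = DMSO-treated cells and 100% = gossypol-treated cells at 36 µM; higher means less SRC3-driven luciferase light from the GAL4 reporter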
# TWEAK Fn14 block: inhibitors of TWEAK-Fn14 signaling, primary screen, luciferase reporter cells, uHTS | TWEAK-stimulated Fn14 reporter cells, luciferase luminescence, 8 h | inhibition, % at 10 µM | hit rate 2% among 360,000 | AID 1159606, 2016; in the data active means inhibition above about 50%
# SRC1 inh: SRC1 coactivator transcriptional activity inhibitors, primary screen, cell-based, luminescence; HEK293 GAL4-SRC1 luciferase reporter; AID 588354, 2011; Nuclear receptor coactivator 1 (Homo sapiens), Q15788; inhibition, % at 3.6 µM; hit rate 0.12% among 360,000;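 active means inhibition above the campaign mean plus 3 SD, with each screening campaign given its own cutoff, cut at about 60% in these data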;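 further: 0% = DMSO treated cells and 100% = gossypol at 36 µM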
# Target sequence (Q15788 whole entry, looked up, the tested form may be a part): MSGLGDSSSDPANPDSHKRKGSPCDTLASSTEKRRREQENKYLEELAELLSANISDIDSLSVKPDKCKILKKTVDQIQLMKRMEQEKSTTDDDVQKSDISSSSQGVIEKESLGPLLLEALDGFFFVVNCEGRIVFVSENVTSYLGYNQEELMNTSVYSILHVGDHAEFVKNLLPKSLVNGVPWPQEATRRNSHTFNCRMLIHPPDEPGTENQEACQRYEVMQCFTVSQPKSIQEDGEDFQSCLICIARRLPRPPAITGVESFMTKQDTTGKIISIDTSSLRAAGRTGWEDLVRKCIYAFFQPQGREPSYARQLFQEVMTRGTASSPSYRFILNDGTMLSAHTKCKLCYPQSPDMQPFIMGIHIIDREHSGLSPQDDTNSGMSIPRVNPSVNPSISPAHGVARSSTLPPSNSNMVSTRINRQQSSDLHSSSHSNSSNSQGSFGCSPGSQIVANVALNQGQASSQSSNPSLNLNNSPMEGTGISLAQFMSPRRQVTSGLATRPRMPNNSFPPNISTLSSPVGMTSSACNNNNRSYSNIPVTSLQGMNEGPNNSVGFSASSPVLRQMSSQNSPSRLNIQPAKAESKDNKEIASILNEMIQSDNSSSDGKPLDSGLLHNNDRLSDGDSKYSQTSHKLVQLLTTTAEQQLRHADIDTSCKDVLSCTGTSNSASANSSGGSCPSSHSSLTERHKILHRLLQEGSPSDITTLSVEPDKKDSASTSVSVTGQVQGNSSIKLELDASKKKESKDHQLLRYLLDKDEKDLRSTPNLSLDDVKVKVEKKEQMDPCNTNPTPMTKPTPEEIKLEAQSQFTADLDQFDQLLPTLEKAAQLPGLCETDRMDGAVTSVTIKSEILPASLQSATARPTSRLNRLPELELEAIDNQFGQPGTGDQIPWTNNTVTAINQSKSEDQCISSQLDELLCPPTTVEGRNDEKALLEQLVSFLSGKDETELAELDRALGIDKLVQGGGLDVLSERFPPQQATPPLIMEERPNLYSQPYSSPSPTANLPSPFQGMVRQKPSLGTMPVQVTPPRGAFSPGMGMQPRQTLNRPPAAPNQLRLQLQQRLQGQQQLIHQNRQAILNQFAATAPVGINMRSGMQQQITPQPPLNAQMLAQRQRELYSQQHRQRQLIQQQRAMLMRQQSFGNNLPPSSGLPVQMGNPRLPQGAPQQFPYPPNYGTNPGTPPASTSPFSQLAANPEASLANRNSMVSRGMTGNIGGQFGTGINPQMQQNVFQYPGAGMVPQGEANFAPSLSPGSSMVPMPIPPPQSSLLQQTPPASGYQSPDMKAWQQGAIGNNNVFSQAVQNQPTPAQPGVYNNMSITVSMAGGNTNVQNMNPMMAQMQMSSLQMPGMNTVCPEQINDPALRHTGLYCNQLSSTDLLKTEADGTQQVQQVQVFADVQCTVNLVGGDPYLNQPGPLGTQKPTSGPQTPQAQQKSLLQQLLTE
# C8 TRAIL sens: viability loss with TRAIL in NB7+C8 cells, primary screen, TRAIL sensitizer project, cell-based, ATPlite luminescence | AID 624354, 2012 | hit rate 1% among 360,000 | inhibition (viability loss, TRAIL sensitization), % at 10 µM;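 active means compounds causing at least 50% loss of cell viability in the single-dose screen, relative to plate controls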
# NR2F2 inh: NR2F2 transcriptional activity inhibitors, primary screen, cell-based, luciferase reporter, HEK293T, luminescence. hit rate 0.7% among 370,000. inhibition, % at 8.6 µM. HEK293T NGFI-A luciferase reporter. COUP transcription factor 2 (Homo sapiens), P24468. AID 686940, 2013;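 active means inhibition above a per-plate cutoff, mean inhibition of test wells between control levels plus 3 SD, cut at about 38% in these data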;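 further: cells cotransfected with COUP-TFII expression vector driving the NGFI-A reporter; 0% = median of COUP-TF2 test wells and 100% = reporter-only cells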
# EBV LMP1 NFkB: EBV LMP1-driven NF-kappaB luciferase reporter inhibitors, primary screen, cell-based, luminescence, single point | inhibition, % at 12.5 µM | hit rate 0.69% among 350,000 | LMP1-induced NF-kappaB luciferase reporter cells; in the data active means inhibition above about 41%;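 further: 0% = neutral control wells and 100% = reference inhibitor control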
# CF NFkB inh: inhibitors of PAF-induced NF-kB signaling, primary screen, cell-based, GFP fluorescence, uHTS; KKLEB NF-kB-GFP reporter, GFP fluorescence overnight; inhibition, % at 5 µM; hit rate 0.86% among 360,000;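 active means at least 50% inhibition at 5 µM, scaled per plate between neutral and stimulator controls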;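 further: PAF is a Pseudomonas aeruginosa culture filtrate used as stimulus; plate controls were PAF-stimulated DMSO wells for no effect and unstimulated DMSO wells for full effect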
# NR5A2 inv ag: LRH-1 (NR5A2) inverse agonists, primary screen, cell-based, luminescence, HEK293T, StAR-luciferase reporter; Nuclear receptor subfamily 5 group A member 2 (Homo sapiens), O00482; LRH-1 transfected, 24 h; inhibition, % at 3.6 µM; hit rate 0.13% among 360,000; AID 602396, 2012;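 active means inhibition above the mean inhibition of all tested compounds plus 3 SD, cut at about 73% in these data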;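 further: 0% = DMSO wells and 100% = reporter-only cells lacking LRH-1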
# TROY signal inh: inhibitors of TROY-driven NF-kB signaling, primary screen, Q293 LMP1-TROYcd cells, NF-kB luciferase, uHTS | hit rate 0.98% among 360,000 | AID 1347056, 2019 | inhibition, % at 10 µM | Q293 LMP1-TROYcd NF-kB luciferase reporter, 4 h;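 active means compounds whose plate-normalised and pattern-corrected inhibition of the luciferase reporter signal at the single screening dose is 50% or more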
# * = called active by the depositor; / = no result given.
SMILES,KKLEB tox,Shn3 inh set2,SRC3 inh,TWEAK Fn14 block,SRC1 inh,C8 TRAIL sens,NR2F2 inh,EBV LMP1 NFkB,CF NFkB inh,NR5A2 inv ag,TROY signal inh
COc1ccc(CNC(=O)C(NS(=O)(=O)c2ccc3c(c2)CCCN3C(C)=O)C(C)C)cc1 (stereo unspecified),0,-16,0,-6,-6,2,-2,-8,0,8,3
COc1cccc(CNn2cnnc2)c1O,-3,-22,-4,-2,-10,-6,-2,-10,-20,5,-1
Cc1oc(-c2ccc(Cl)cc2)nc1CS(=O)CC(=O)NCCCN1CCOCC1 (stereo unspecified),1,-5,-4,2,-25,-5,-2,0,-5,-9,4
Cn1cc(S(=O)(=O)Nc2ccc(Br)cc2F)c(=O)n(C)c1=O,10,2,3,0,-5,-12,6,2,-3,5,-6
CCC(=C(c1ccc(OC)cc1)c1ccc(OC)cc1)c1cn(CC(O)CN(CCO)CCO)c2ccccc12 (stereo unspecified),-16,29,7,12,-13,5,1,2,34,-8,4
O=C(Cn1cnc2ccccc2c1=O)c1cccs1,6,-16,4,-2,-2,-1,3,-3,-3,9,/
Cc1ccccc1/C=C/C12NC(=O)CN1c1ccccc1C2(C)C (stereo unspecified),11,-21,-3,56*,-12,14,1,-6,6,-22,29
CN(C)C(=O)Nc1ccccc1,4,-30,6,-5,16,2,15,14,8,3,-13
CCc1ccc(-c2cn3nc(-c4ccccc4)cnc3n2)cc1,5,-63,-17,-1,-45,-15,-5,0,-21,6,-24
CCOc1ccc(CC(=O)Nc2nccs2)cc1OCC,7,9,27,-14,-17,-3,13,1,-7,-12,-6
Cc1cc(NC(=O)CCC(=O)N(CC(=O)NC2CCCC2)c2ccc(C)c(F)c2)no1,3,-8,11,19,-5,-13,-8,-1,-6,-2,4
COc1ccc2c(CC(=O)NCc3ccc4c(c3)OCO4)coc2c1,-2,1,8,-4,-45,-29,-1,-4,-2,-10,-15

# Taken from above:
# Entry of CCC(=C(c1ccc(OC)cc1)c1ccc(OC)cc1)c1cn(CC(O)CN(CCO)CCO)c2ccccc12 (stereo unspecified) under NR2F2 inh: 1
# Entry of COc1ccc(CNC(=O)C(NS(=O)(=O)c2ccc3c(c2)CCCN3C(C)=O)C(C)C)cc1 (stereo unspecified) under TROY signal inh: 3

# (further entries)
SMILES,KKLEB tox,Shn3 inh set2,SRC3 inh,TWEAK Fn14 block,SRC1 inh,C8 TRAIL sens,NR2F2 inh,EBV LMP1 NFkB,CF NFkB inh,NR5A2 inv ag,TROY signal inh
O=C(c1ccc(C(F)(F)F)cc1)C1CCCN(C(=O)c2cnccn2)C1 (stereo unspecified),3,-11,10,24,-7,3,-9,-2,7,0,-12
CC(=O)Cc1cc2cc([N+](=O)[O-])ccc2oc1=O,6,-6,-2,11,12,5,26,/,-15,-1,4
N=C1S/C(=C\c2ccccc2)C(=O)N1c1ccc(F)cc1,-13,-25,10,-24,2,-1,1,67*,16,-14,-3
COCCCNc1ccn2nc(-c3cc(OC)c(OC)c(OC)c3)cc2n1,6,-6,-19,-20,-25,-29,-54,/,-32,18,-22
O=C(CN1CCN(c2ncccn2)CC1)Nc1ccccc1C(F)(F)F,-18,-3,18,-1,5,-10,2,7,18,-5,0
O=C(NCc1ccco1)c1ccc(OC2CCN(Cc3ccccn3)CC2)cc1,3,-2,-7,-3,0,-12,0,-3,14,-13,-14
CCOC(=O)CCC(=O)OCC(=O)NC(C)C1CC2CCC1C2 (stereo unspecified),2,-10,-8,3,10,-9,-12,-4,-3,8,10
Cc1cccc(CN2CCCC(C(=O)Nc3ccc(-c4cscn4)cc3)C2)c1 (stereo unspecified),-26,0,12,10,1,12,-6,3,29,-20,24
CCOc1cc(-c2nnc(NC(=O)c3ccco3)o2)cc(OCC)c1OCC,-11,12,8,-7,-11,9,6,-3,-4,3,0
Cc1cc(C)n(CC(O)Cn2c3ccccc3c3ccccc32)c(=O)n1 (stereo unspecified),-3,-3,-1,7,-9,-3,10,1,16,-10,15
CCOC(=O)c1sc(NC(=S)NC(=O)CC(C)C)cc1C,19,-59,-45,-1,-41,9,-23,-7,0,-70,-66
CC(C)Cn1c(=O)c2c(nc3n2CCCN3CCc2ccccc2)n(C)c1=O,-7,6,20,29,16,16,21,10,-17,-2,9
COc1ccc(NC(=O)N2CCCCC2)cc1,15,-7,-16,-6,-18,8,16,-8,-14,2,-36
CC1=C(C(=O)Nc2ccccc2C(=O)N2CCCCC2)SCCO1,-4,-2,-6,-8,-1,-6,3,-2,3,-23,19
CCc1ccc(-c2nc(CN3CCCC(C(=O)O)C3)c(C)o2)cc1 (stereo unspecified),5,5,-5,-2,-4,-3,13,3,-6,-5,2
Cc1noc(C)c1CSc1nnc2n(-c3ccccc3)c(=O)c3ccccc3n12,2,14,4,13,-10,-9,-7,-2,16,8,13
CCCCn1nnnc1SCC(=O)N1CCN(C(=O)c2ccco2)CC1,-5,0,25,0,-1,7,2,1,-16,-7,8
CC1=C(C(=O)N(C)C)CC(CC(=O)NCCCCc2ccccc2)C(=O)N1Cc1ccccc1 (stereo unspecified),-2,0,8,21,-29,-9,-12,3,-21,18,19
CC(=O)CC1(O)C(=O)N(CN2CCN(c3ccccc3)CC2)c2ccccc21 (stereo unspecified),11,7,16,10,-2,4,23,4,3,23,14
Cc1cc(C)c(C(=O)/C=C/C=C/c2ccccc2)c(=O)[nH]1,4,-7,-15,11,-22,-19,-1,7,-1,11,-12
CN(c1ccccc1)C(c1ccc(F)cc1)c1nnnn1CC1CCCO1 (stereo unspecified),-7,-4,-3,11,5,4,5,-4,-6,14,2
O=C(CN1C(=O)NC2(CCCCCC2)C1=O)N1CCN(S(=O)(=O)c2ccc(Cl)cc2)CC1,1,-17,-5,7,12,-13,16,15,6,-24,15
CNc1ccc(Br)cc(C(=O)/C=C/c2ccc3c(c2)OCO3)c1=O,-15,-21,3,6,-62,-8,-2,-1,-9,1,15
CCOC(=O)CC1C(=O)NCCN1S(=O)(=O)c1ccccc1Cl (stereo unspecified),6,-11,-9,7,7,-10,9,0,-9,-5,-4
COc1ccc(-n2nc(C(=O)NCC(=O)NC(C)C)c3ccccc3c2=O)c(OC)c1,-4,-7,-3,11,-3,1,11,-1,-4,-1,16
CC(C(=O)NCCc1ccc(Cl)cc1)n1c(=O)c2cccn2c2cccnc21 (stereo unspecified),10,6,14,-17,-7,5,18,/,-23,2,-22
CCCCCCCCCC(=O)NNC(=O)c1c(O)c2ccccc2n(CCC)c1=O,-4,16,4,2,-4,-3,10,2,11,0,10
O=C(NC1CCCCCC1)C1c2ccccc2C(=O)N1Cc1ccco1 (stereo unspecified),2,9,-1,20,2,6,1,3,7,-11,2
CCN(CC)CC(=O)Nc1ccc2c(c1)N(C(=O)CN(CC)CC)c1ccccc1CC2,-5,-4,-3,5,0,-4,-1,0,13,-4,5
Cc1ccccc1-c1cccc([C@@H]2C[C@H]3[C@H](CON3C)CN2C)c1,9,-7,13,-4,0,13,-8,-3,-10,-5,-11
CC(=NNS(=O)(=O)c1cccc([N+](=O)[O-])c1)c1ccc(-n2ccnc2)cc1,6,-11,15,-4,-10,-5,4,-2,7,9,15
O=C(c1cccc(Cl)c1)N1CCC(N2CCC(C(=O)N3CCOCC3)CC2)CC1,14,11,14,1,-23,1,-5,1,-8,8,-2
CCN(CC)S(=O)(=O)c1cccc(N2CC(O)=C(c3ccccc3)C2=N)c1,-6,-2,6,12,-2,-19,-6,-1,-7,-2,-17
CCc1nonc1NC(=O)c1oc2ccc(C)cc2c1C,7,-36,-53,-58,-75,-4,-29,-29,-30,-11,-53
COC(=O)C1=C(C)N(CC2CC2)C(=NCCN2CCOCC2)N[C@H]1c1ccccc1,0,-24,6,5,-30,1,/,12,-4,-1,-21
COc1cc(/C=C2/C(=O)NN(c3ccc(C)c(Cl)c3)C2=O)cc([N+](=O)[O-])c1O,10,1,11,3,7,-11,5,-2,11,6,24
CC(C)(C)c1ccc(C(=O)N2CCC2(C)C(=O)Nc2cnc3ccccc3c2)cc1 (stereo unspecified),-20,49,10,9,3,12,21,/,14,-9,23
O=C1N[C@@H](c2ccccc2)COC(=O)[C@H](Cc2ccc(F)cc2)CC/C=C/C[C@H]1CC(=O)N(CCO)Cc1ccccc1,9,13,6,30,7,9,-12,6,2,-4,9
O=C(O)c1ccccc1C(=O)c1cccc2c(F)cccc12,6,-7,-8,0,0,-4,17,-12,-10,5,17
CC(Nc1ccc(Cl)cc1)C(=O)NN (stereo unspecified),0,5,24,-2,17,5,4,0,9,-4,7
Cc1nc(N2CCCCC2)sc1C(=O)c1cccc([N+](=O)[O-])c1,5,-6,-17,21,-6,-9,4,12,-6,-5,9
COCC(C)n1c(C)cc(C(=O)Cn2nc(C(=O)O)c3ccccc3c2=O)c1C (stereo unspecified),-3,-41,-43,44,-15,6,-20,7,-3,-46,44
COc1cccc(-c2nn(C)c3sc(C(=O)NCc4ccco4)cc23)c1,5,0,-2,18,0,-3,-34,-2,-23,3,-15
O=C(CSc1nc2ccc(NC(=O)CSc3nnnn3Cc3ccccc3)cc2s1)Nc1ccccc1,-16,39,8,-44,-20,8,9,33,19,8,17
COc1ccc(O)c(/C=N/N=C2/C(=O)Nc3ccccc32)c1,-8,-6,6,-27,7,16,2,-9,-5,0,-60
O=C(Nc1nc2c(s1)CCCC2)c1ccc(Br)s1,2,5,-71,55*,-84,46,8,-24,-22,-111,6
COc1ccc(OC)c(-c2cc(C(=O)Nc3c(C)nn(Cc4ccccc4)c3C)no2)c1,3,19,16,8,7,4,11,12,-4,-19,14
COc1ccc(C(O)c2nc3ccccc3n2C)cc1OC (stereo unspecified),8,65,21,21,15,30,47*,30,-13,18,8
O=C(COC(=O)/C=C/c1ccco1)NCc1ccc(Cl)cc1,0,4,14,0,-13,3,13,1,3,-10,-8
Cc1cc(C)c2c(N)c(C(=O)c3ccc(Br)cc3)oc2n1,2,2,9,10,-11,12,-7,0,-66,18,0
N/C(Cc1ccc([N+](=O)[O-])cc1)=N\OC(=O)COc1cccc2ccccc12,0,0,18,-19,-6,-3,/,-12,6,18,-4
O=c1c[n+]([O-])c2ccccc2n1OCc1c(F)cccc1F,0,7,13,-4,-6,-5,-5,-3,-16,8,-6
CN1CCC(N(C)C(=O)c2cccc(S(=O)(=O)N3CCOCC3)c2)CC1,-4,-12,3,14,4,4,-9,6,14,0,-18

# This is a subset; count on the stated rates, not on these rows.
